GLS inh: blocks human kidney-isoform glutaminase activity; O94925; GLS enzymatic activity, qHTS titration; Potency, µM (highest dose often 45.5 µM), for inactives: at the top dose activity change, negative = inhibition, hits mostly inhibitors; hit rate 0.21% among 410,000; AID 624170; note: % is set by controls: 0 for no effect and ±100 for the full control effect
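Compounds were pin-transferred onto hKGA, after which L-glutamine (1 mM solution) and a detection mix of glutamate oxidase, HRP and Amplex Red were added. Initial and 30 min RT fluorescence reads were collected.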
HP1b chromo inh: inhibitors of HP1-beta chromodomain binding to methylated histone tails; hit rate 0.56% among 390,000; P83916; AlphaScreen HP1-beta / biotin-H3K9me3 peptide binding; Potency, µM (titrated, usually from 114 µM), without a hit: at the highest dose activity change, negative = inhibition, most hits filed as inhibitors; note: nearly all actives have a fitted effect of over 70% in size; inactives centre near 23
Target sequence (P83916 whole entry, looked up): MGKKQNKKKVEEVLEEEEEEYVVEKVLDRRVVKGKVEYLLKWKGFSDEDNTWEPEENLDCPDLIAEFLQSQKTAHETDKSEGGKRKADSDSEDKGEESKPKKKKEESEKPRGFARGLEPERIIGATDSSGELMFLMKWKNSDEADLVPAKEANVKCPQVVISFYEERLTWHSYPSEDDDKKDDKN
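AlphaScreen: HP1-beta (50 nM) preformed 30 min with biotin-H3(1-18)K9me3 peptide (50 nM) in PBS pH 7.4, 0.01% Tween-20. Compound added for 30 min at RT, then streptavidin donor/nickel chelate acceptor beads (10 ug/mL) for 30 min.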
ERG Ets-DNA blk: blocks human ERG Ets domain binding to DNA; fluorescence polarization, His-ERG Ets domain / labelled DNA; Potency, µM (titrated, usually from 76.9 µM), without a hit: at the top dose FP activity, negative = inhibition, actives largely listed as inhibitors; hit rate 0.028% among 370,000; AID 624246; active = well fitted inhibition curve with a large enough effect in the polarisation, with a control signal flat; inconclusive = small, poorly fitted or top-dose-only effect, or effect the other way, or a change in a side signal; inactive = no such curve, though single readings can be large or run the other way; the % refers to the polarisation;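 note: polarization taken with two DNA probes labelled with fluorescein and Texas red; % of control where 0% means no effect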
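His-tagged ERG Ets domain (1 uM in the protein solution; 300mM KCl, 50mM Tris-HCl, 1mM EDTA, 1mM DTT, pH 7.5) received compound, then a probe mix of 5 nM fluorescein-DNA and 100nM Texas-615-DNA. Fluorescence polarization was read for both dyes.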
RGS4 inh: inhibitors of human regulator of G protein signaling 4; P49798; Potency, µM (titrated, usually from 114 µM), without a hit: at the top dose activity change, negative = inhibition, actives largely listed as inhibitors; hit rate 0.039% among 390,000; Transcreener GDP fluorescence polarization, RGS4-accelerated GTP hydrolysis; note: % is set by controls: 0 for no effect and ±100 for the full control effect; nearly all actives have a fitted effect of over 75% in size; some results filed as inactive show a strong effect at the top dose
Target sequence (P49798 whole entry, looked up): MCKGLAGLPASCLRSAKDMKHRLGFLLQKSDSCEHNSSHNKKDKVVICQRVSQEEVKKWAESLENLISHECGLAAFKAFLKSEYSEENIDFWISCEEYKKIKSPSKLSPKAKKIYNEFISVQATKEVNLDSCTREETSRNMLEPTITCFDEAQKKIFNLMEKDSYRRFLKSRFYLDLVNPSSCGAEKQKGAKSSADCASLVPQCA
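MLSMR compounds (23 nl, pin-transferred) preincubated 10 min at room temperature with a 500nM (2x) first reagent, then RGS4 at 900nM (2x) plus Transcreener GDP mix added; fluorescence polarization (620/688 nm) read before and after 90 min at 30 °C.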
Tb PGK inh: blocks T. brucei phosphoglycerate kinase; AID 602233; Potency, µM (top dose mostly 57.5 µM), inactives show at the top dose activity change, negative = inhibition, usual class: inhibitors; hit rate 0.043% among 380,000; PGK/GAPDH coupled, Kinase-Glo luminescence, 60 min; note: % is set by controls: 0 for no effect and ±100 for the full control effect; nearly all actives have a fitted effect of over 60% in size
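Recombinant glycosomal PGK reaction used 1,3-bisphosphoglycerate generated in-well by GAPDH (100nM final) in 100mM TEA pH 7.6, 5mM MgCl2, 0.01% Tween-20. After 60 minutes at room temperature, ATP was read by Kinase-Glo Plus luminescence end-point.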
rTrxR1 inhibitor: blocks rat thioredoxin reductase 1; recombinant rTrxR1, NADPH fluorescence consumption, selenite substrate; Potency, µM (series often up to 114 µM), for the others: at the highest dose activity change, negative = inhibition, usual class: inhibitors; hit rate 1% among 390,000; note: % is set by controls: 0 for no effect and ±100 for the full control effect; nearly all actives have a fitted effect of over 65% in size
Target sequence (O89049 whole entry, looked up): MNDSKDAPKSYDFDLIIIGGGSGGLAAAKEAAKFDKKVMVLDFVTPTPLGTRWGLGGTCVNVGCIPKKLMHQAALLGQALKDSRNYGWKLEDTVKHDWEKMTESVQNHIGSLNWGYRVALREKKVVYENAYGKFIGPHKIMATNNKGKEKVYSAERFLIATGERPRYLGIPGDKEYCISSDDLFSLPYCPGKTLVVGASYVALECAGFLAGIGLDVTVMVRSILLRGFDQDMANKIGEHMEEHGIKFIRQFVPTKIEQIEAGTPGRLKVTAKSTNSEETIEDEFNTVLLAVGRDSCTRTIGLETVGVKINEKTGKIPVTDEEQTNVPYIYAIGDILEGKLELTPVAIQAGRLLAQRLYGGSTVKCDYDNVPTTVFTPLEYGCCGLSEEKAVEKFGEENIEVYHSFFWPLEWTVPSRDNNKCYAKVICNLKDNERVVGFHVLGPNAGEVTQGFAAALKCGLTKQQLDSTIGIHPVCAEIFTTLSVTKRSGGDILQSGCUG
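Rat TrxR1 (90 nM in the dispensed reagent) was pre-reduced with 400 uM NADPH for 5 min at room temperature, then incubated with compound for 15 min. After 400 uM selenite was added, NADPH fluorescence (Ex 340/Em 450 nm) was followed for 8 min.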
ALOX12 inh: ALOX12 (human) lipoxygenase inhibition; Potency, µM (doses to about 108 µM), for inactives: at the highest dose activity change, negative = inhibition, hits mostly inhibitors; purified 12hLO, xylenol orange hydroperoxide absorbance; hit rate 1.1% among 580,000; P18054; note: % is set by controls: 0 for no effect and ±100 for the full control effect
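Purified human 12hLO (150 nM final) in 25 mM Hepes, 0.01% Triton X-100, pH 7.0 was preincubated 15 min at room temperature with compound. Then 40 uM arachidonic acid was added, 30 min. Hydroperoxide was read by Fe-XO absorbance ratio 573/405 nm.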
Pin1 inh: blocks the human prolyl isomerase Pin1 | hit rate 0.009% among 390,000 | Pin1 FP peptide displacement, HiFluor488, 10 min | Potency, µM (doses to about 115 µM), without a hit: at the top dose activity, negative = inhibition, hits mostly inhibitors; active = well fitted inhibition curve with a large enough effect in the polarisation, with a control signal flat, not every such curve was filed as active; inconclusive = small, poorly fitted or top-dose-only effect, or effect the other way, or a change in a side signal; inactive = no such curve, though single readings can be large or run the other way; the % refers to the polarisation; note: % is set by controls: 0 for no effect and ±100 for the full control effect
JMJD2A Tudor: blocks the human JMJD2A Tudor domain; AlphaScreen JMJD2A-Tudor / H3K4me3 peptide binding; AID 504339; hit rate 4.4% among 390,000; Potency, µM (doses to about 114 µM), for the others: at the highest dose activity change, negative = inhibition, actives largely listed as inhibitors; note: % is set by controls: 0 for no effect and ±100 for the full control effect; nearly all actives have a fitted effect of over 50% in size
* = called active by the depositor; i = inactive; ? = inconclusive; nt = not tested or not shown; & = joins results of further samples; [ ] = another dose, or the depositor's remark. Unless noted, calls come from the whole dose curve; as a rule, active = well fitted curve in the direction sought with a large enough effect; inconclusive = small, poorly fitted or top-dose-only effect, or another doubt; inactive = no such curve, though single readings can be large; an effect the other way counts as inactive or inconclusive. Potency is the fitted concentration of half-maximal effect. Only part of the results is shown; count on the stated rates, not on these rows.

Molecule	GLS inh	HP1b chromo inh	ERG Ets-DNA blk	RGS4 inh	Tb PGK inh	rTrxR1 inhibitor	ALOX12 inh	Pin1 inh	JMJD2A Tudor
CN(CCN1CCOCC1)Cc1nc(-c2ccccc2)no1	4%	25%	0%	21%	-9%	23%	0%	-4%	-12%
CCCCn1c(N)c(N(C(=O)CSc2nnnn2-c2ccccc2C)C2CCCC2)c(=O)[nH]c1=O	1%	25%	-1%	11%	i	-5%	?	-1%	-14%
CCC(C)Cn1cnc2c(SCc3ccccn3)nc(N)nc21 (centres undefined)	-12%	19%	-3%	4%	6%	16%	?	-1%	-10%
CC(NC(=O)c1cccs1)C1CCCO1 (centres undefined)	1%	18%	0%	20%	-5%	6%[57.1 µM]	-1%	-7%	-12%
S=C1NCN(Cc2ccco2)CN1	5%	19%	0%	-18%	-5%	18%[57.1 µM]	?	-1%	-9%
CC(C)C(=O)Nc1ccc2oc(-c3cc(F)c(F)cc3Cl)nc2c1	0%	25%	3%	-10%	0%	24%	5%&4%	2%	-20%
O=C(Nc1ccc(Cl)cc1F)C1CC1	-4%	45%	-5%	-11%	-9%	-8%	-12%	-2%	8%
CCOC(=O)C(=O)Nc1sc(C(=O)N(CC)CC)c(C)c1C#N	1%	57%[activator]	-2%	-27%	-7%	-1%[57.1 µM]	?	-3%	-23%

Looked up above.
Entry for `CC(C)C(=O)Nc1ccc2oc(-c3cc(F)c(F)cc3Cl)nc2c1` in HP1b chromo inh: 25%
Entry for `CN(CCN1CCOCC1)Cc1nc(-c2ccccc2)no1` in RGS4 inh: 21%

Continued.
Molecule	GLS inh	HP1b chromo inh	ERG Ets-DNA blk	RGS4 inh	Tb PGK inh	rTrxR1 inhibitor	ALOX12 inh	Pin1 inh	JMJD2A Tudor
Cc1c(NC(=O)C(C)Sc2n[nH]c(N)n2)c(=O)n(-c2ccccc2)n1C (centres undefined)	20%	24%	16%	16%	-7%	16%	-7%	3%	-17%
CC(C)(C)c1ccc(S(=O)(=O)N2CCN(c3ccccn3)CC2)cc1	-8%	38%	7%	9%	-6%	6%	7%	6%	-5%
O=C(COc1ccccc1)Nc1cccc(-c2nnc(-c3ccccc3)o2)c1	0%	26%	-7%	?	1%	9%	2%	34%[activator]	14%
Cn1c(=O)[nH]c(=O)c2c1nc(NN)n2CCOc1ccccc1	-5%	9%	3%	-24%	-21%	1%[57.1 µM]	0%	16%	?
CCSc1nnc(NC(=O)COc2ccccc2[N+](=O)[O-])s1	2%	26%	-4%	-14%	-9%	20%	0%	-15%	-14%
Cc1cc(C(=O)N2CC(C)CC(C)C2)c(C)o1 (centres undefined)	2%	24%	12%	-8%	-8%	4%	-20%	0%	-12%
COc1cc2c(cc1N/C=C(\C#N)c1nc(-c3ccc(F)cc3)cs1)oc1ccccc12	-4%	42%[activator]	-3%	1%	-10%	6%	-3%	13%	3%
Nc1nc2c(c(=O)[nH]1)C(c1cccc3ccccc13)C1=C(N2)c2ccccc2C1=O (centres undefined)	3%	-34%	4%	?	-1%	-67%	?	-7%	?
CC(C)NC(=O)c1c(CSc2ccccc2)noc1C(=O)NCc1ccccc1	11%	38%	4%	11%	i	7%[57.1 µM]	?	-2%	12%
COc1nc(Nc2cccc(F)c2)nc(OC)n1	-5%	14%	-3%	14%	i	40%	7%	14%	-14%
O=C(CNC(=O)c1cccc(F)c1)N/N=C/C=C/c1ccccc1	-7%	52%[activator]	-3%	-6%[56.9 µM]	-4%	-4%	-17%	1%	-9%
CN(CC(=O)Nc1cccc(S(=O)(=O)N2CCOCC2)c1)CC(=O)Nc1ccc(Cl)c(C(F)(F)F)c1	-1%	29%	9%	-21%	-1%	8%	18%	-1%	-18%
COc1ccccc1C(=O)NCCC(=O)Nc1ncccc1O	39%[activator]	57%[activator]	2%	-10%	i	8%	-11%	4%	?
COc1ccccc1-c1cc(C(=O)Nc2c(F)cc(F)cc2Br)no1	5%	42%[activator]	-17%	-6%	-2%	31%	-10%	10%	4%
Cc1ccc(C)c(OCC(O)CN2CCN(CCN3C(=O)c4cccc5cccc(c45)C3=O)CC2)c1 (centres undefined)	19%	-38%	-3%	5%	6%	-14%	?	-1%	?
Cc1cccc(N(CC(=O)NCc2ccco2)C(=O)CCC(=O)Nc2ccccn2)c1	12%	-9%	20%	28%	i	-6%	117%[activator]	-7%	-23%
Cc1c(Br)c([N+](=O)[O-])nn1C(C)C(=O)NCC1CCCO1 (centres undefined)	3%	44%[activator]	3%	1%	0%	11%	1%	-1%	4%
COc1ccccc1NC(=O)C(CC(C)C)NC(=O)C1CCCCC1 (centres undefined)	-1%	40%[activator]	6%	-6%	-10%	20%	-10%	1%	1%
O=C(Nc1ncc([N+](=O)[O-])s1)C1COc2ccccc2O1 (centres undefined)	3%	9%	-4%	21%	-11%	-24%	1%	2%	-26%
O=C(O)c1cccc(CN2C(=O)S/C(=C/c3ccccc3[N+](=O)[O-])C2=O)c1	-4%	-1%	23%	-36%	-4%	-21%	10%	-21%	-25%
CCOC(=O)N1CCC(NC(=O)c2cc3c(=O)[nH]c4ccccc4c3n2C)CC1	1%	30%	1%	-10%	-4%	22%	-13%	-1%	-17%
CCCCOC(=O)Nc1nccs1	13%	9%	nt	-18%	nt	23%	6%	-7%	-9%
CC(C)c1cnc2c(c1SCC(=O)N1CCCCC1)c(=O)n(C)c(=O)n2C	-5%	13%[57 µM]	-4%	-23%	-4%	6%[57.1 µM]	-24%	-2%	-5%
CN(Cc1nc2ccccc2c(=O)[nH]1)C(=O)c1ccccc1OCc1ccc(Cl)cc1	0%	19%	5%	-4%	0%	20%	3%	3%	-20%
COc1ccc2nc(N3C(=O)CC(C(C)c4ccccc4)C3=O)sc2c1 (centres undefined)	2%	13%	-10%	18%	3%	12%	-7%	-1%	-23%
Cc1ccc(/C=C/S(=O)(=O)Nc2ccc(C)cc2)cc1	-10%	19%	4%	-24%	i	4%[57.1 µM]	12%	-13%	-3%
CN(C)CCCN(C(=O)c1cccc(N2C(=O)CCC2=O)c1)c1nc2cc3c(cc2s1)OCO3	0%	39%[activator]	-4%	-18%[11.4 µM]	9%	6%	-13%	6%	-5%[11.4 µM]
O=[N+]([O-])c1ccc(N/N=C/c2cn(-c3ccccc3)nc2-c2ccccc2)cc1	5%	0%	0%	-1%	-6%	-6%[57.1 µM]	-4%	?	-21%
C=CCn1c(SCc2cc(C(=O)OC)c(C)o2)nnc1-c1ccncc1	-4%	46%[activator]	-6%	-26%	3%	?	0%	-5%	-24%
Cc1nc(NC(=O)c2ccccc2)sc1-c1csc(NCCc2ccccc2)n1	0%	-18%	3%	-43%	0%	-15%	?	50%[activator]	?
O=C(c1ccccc1Cl)N1CCn2c1nc1ccccc12	3%	-3%	-3%	-7%	-4%	20%	-7%	-2%	-12%
CCOc1ccc(/C=C/c2nc(C#N)c(NC3CCCCC3)o2)cc1	-2%	-8%	2%	-18%	-6%	23%	-10%	-4%	-27%
O=C(Nc1ccc(C(=O)OCc2cc(=O)n3c4c(sc3n2)CCCC4)cc1)c1ccc(F)cc1	-3%	31%	9%	-10%	i	7%[57.1 µM]	-20%	0%	1%
O=C(CCNC(=O)c1ccc(Cl)cc1)Nc1ccccc1N1CCCC1	21%	8%	nt	-35%	-3%	12%	-29%	-10%	-31%
CC(C)c1nc(C#N)c(N2CCOCC2)o1	8%	15%	-9%	-5%	-7%	1%	0%	-6%	6%
Cc1ccccc1OCCNc1cc(N2CC(C)NC(C)C2)ccc1[N+](=O)[O-] (centres undefined)	1%	?	-2%	-5%	8%	-18%[57.1 µM]	-23%	0%	?
Cc1cc(C)nc(/N=c2/ssnc2Cl)c1	10%	-16%	9%	-103%	i	0%	8.9µM*	-8%	-19%
CCC(=O)c1ccc(OCC(=O)OCC(=O)Nc2sccc2C(N)=O)cc1	12%	21%	-6%	-6%	7%	-25%	-12%	8%	-16%

Whole records from above. Values in the order: GLS inh, HP1b chromo inh, ERG Ets-DNA blk, RGS4 inh, Tb PGK inh, rTrxR1 inhibitor, ALOX12 inh, Pin1 inh, JMJD2A Tudor
Results for O=C(CCNC(=O)c1ccc(Cl)cc1)Nc1ccccc1N1CCCC1 : 21%, 8%, nt, -35%, -3%, 12%, -29%, -10%, -31%
Results for Cc1ccccc1OCCNc1cc(N2CC(C)NC(C)C2)ccc1[N+](=O)[O-] (centres undefined) : 1%, ?, -2%, -5%, 8%, -18%[57.1 µM], -23%, 0%, ?

Just rTrxR1 inhibitor, for some of the entries so far:
SMILES	rTrxR1 inhibitor
COc1ccccc1C(=O)NCCC(=O)Nc1ncccc1O	8%
Cn1c(=O)[nH]c(=O)c2c1nc(NN)n2CCOc1ccccc1	1%[57.1 µM]
COc1ccc2nc(N3C(=O)CC(C(C)c4ccccc4)C3=O)sc2c1 (centres undefined)	12%
